m5-HT2A agonist – mouse Htr2a agonists via beta-arrestin recruitment, primary screen, cell-based, luminescence; 5-hydroxytryptamine receptor 2A (Mus musculus), P35363; actives 0.66% (n = 360,000); activation, % at 7.6 µM; CHO-K1 mHTR2A beta-arrestin complementation; percent of 30 µM serotonin response;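 active = activation above a run cutoff, the mean activation of all tested compounds plus 3 SD, cut at about 14% in these data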;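 also: 0% = plate median of compound wells and 100% = 30 µM serotonin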
MC4R barr agon – MC4R agonists recruiting beta-arrestin, primary screen, cell-based, luminescence, agonist arm of biased-ligand search; Melanocortin receptor 4 (Homo sapiens), P32245; U2OS MC4R beta-arrestin complementation; percent of melanotan II response, DMSO zero; activation, % at 8.9 µM; actives 0.98% (n = 360,000); AID 540308, 2011;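 active = activation above a per-plate cutoff, the mean activation of sample wells on that plate plus 3 SD, cut at about 8% in these data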
ABCB6 inh MLPCN – ABCB6 transporter inhibitors, primary screen, K562-ABCB6 cells, flow cytometry, MLPCN library; fluorescence ratio to DMSO, % at 10 µM; K562-ABCB6 porphyrin accumulation, 1 h; active compounds read low; actives 0.19% (n = 360,000);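 active = fluorescence ratio to DMSO below 75%, the collection mean minus 3 SD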;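 also: signal is porphyrin accumulated inside mitochondria; 100% equals median channel fluorescence of DMSO control wells; lower ratio means ABCB6 inhibition with less porphyrin fluorescence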
CaV13 ICDI inh – Disruptors of the CACNA1D IQ motif to Ca2+-dependent inactivation inhibitor domain association, primary screening, Förster resonance energy transfer in intact living …; HEK cells, CFP/YFP FRET ICDI-IQ, plate reader, 10 min; percent FRET-ratio fall versus neutral wells; inhibition, % at 12.3 µM; actives 0.098% (n = 340,000); AID 743397;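 active = mean replicate inhibition of at least 30% and at least 1% of replicates passing that level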;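 also: 0% = median of the neutral control wells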
Glyco luc inh – increase of ERlucT glycosylation luciferase signal, primary screen, N-linked glycosylation inhibitor project, D54 ERlucT cells, luminescence, set 2. D54 ERlucT glycosylation luciferase reporter, 24 h; percent of 100 nM tunicamycin response. reporter increase, % at 12.5 µM. actives 0.23% (n = 360,000);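 active = mean luciferase reporter signal, scaled so untreated is 0 and the glycosylation-blocking control 100, at or above a set limit in every replicate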;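 also: luciferase carries N-glycosylation sites so blocking glycosylation raises the light; 0% = median of neutral control wells and 100% = median of 100 nM tunicamycin wells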
Exocytosis inh – LAMP-1 surface exposure blockers, TALL-104 cells – cell-based, flow cytometry, MLPCN library, primary screen. inhibition, % at 10 µM. TALL-104 LAMP-1 surface exposure; cells stimulated with thapsigargin and PMA. actives 0.66% (n = 360,000). AID 651702, 2012;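 active = inhibition above about 55%, limit read from the data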
H9c2 protect – cardioprotection against H2O2-induced cell death, primary screen, uHTS, H9c2 cells, ATPLite luminescence. actives 0.63% (n = 360,000). H9c2 cardiomyocytes, H2O2 injury protection, 2 h. AID 588492, 2011. protection from H2O2 cell death, % at 20 µM;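 active = compounds giving at least 50% protection of heart cells from peroxide-induced death in the single-dose screen, raw or plate-pattern-corrected value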;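 also: 0% = DMSO wells with peroxide and 100% = DMSO wells without peroxide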
ABHD5 PLIN5 PPI – ABHD5-PLIN5 interaction inhibitors, primary screen, cell lysate, split luciferase complementation, luminescence; Perilipin-5 (Homo sapiens) + 1-acylglycerol-3-phosphate O-acyltransferase ABHD5 (Homo …; Split G. princeps luciferase complementation, 4 h; inhibition, % at 4 µM; actives 0.78% (n = 360,000); AID 602281, 2012;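 active = inhibition above the mean inhibition across every tested compound plus 3 SD, cut at about 22% in these data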;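 also: 0% = DMSO only wells and the 100% control is not disclosed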
Target sequence (Q00G26 whole entry, looked up): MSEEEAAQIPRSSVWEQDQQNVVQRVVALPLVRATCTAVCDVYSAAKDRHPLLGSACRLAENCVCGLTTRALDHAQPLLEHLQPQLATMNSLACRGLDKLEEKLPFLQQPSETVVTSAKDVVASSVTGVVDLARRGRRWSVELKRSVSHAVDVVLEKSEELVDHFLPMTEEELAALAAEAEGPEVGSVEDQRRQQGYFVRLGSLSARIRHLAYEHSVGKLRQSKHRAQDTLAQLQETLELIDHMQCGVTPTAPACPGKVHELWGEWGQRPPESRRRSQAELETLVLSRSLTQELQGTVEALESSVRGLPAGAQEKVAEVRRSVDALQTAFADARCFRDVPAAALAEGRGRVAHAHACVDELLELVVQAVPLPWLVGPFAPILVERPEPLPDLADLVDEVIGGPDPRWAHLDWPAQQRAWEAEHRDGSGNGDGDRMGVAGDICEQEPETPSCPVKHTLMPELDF
Target sequence (Q8WTS1 whole entry, looked up): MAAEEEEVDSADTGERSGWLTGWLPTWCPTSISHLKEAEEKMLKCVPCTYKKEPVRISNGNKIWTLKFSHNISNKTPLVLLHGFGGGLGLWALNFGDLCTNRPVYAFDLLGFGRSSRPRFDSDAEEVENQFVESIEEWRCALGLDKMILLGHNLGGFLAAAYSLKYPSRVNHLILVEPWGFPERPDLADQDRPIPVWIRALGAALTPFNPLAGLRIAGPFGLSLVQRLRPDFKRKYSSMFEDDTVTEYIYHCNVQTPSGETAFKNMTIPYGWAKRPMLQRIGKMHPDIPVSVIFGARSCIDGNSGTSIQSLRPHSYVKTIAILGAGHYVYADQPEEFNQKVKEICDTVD
MC4R antagonist – MC4R antagonists of cAMP signaling, primary screen, cell-based, TR-FRET, antagonist arm of biased-ligand search; actives 0.48% (n = 360,000); MC4R-expressing cells, MTII-stimulated cAMP, LANCE TR-FRET; Melanocortin receptor 4 (Homo sapiens), P32245; AID 540295, 2011; inhibition, % at 6.5 µM;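 active = inhibition above its plate's cutoff, the mean of tested wells on that plate plus 3 SD, cut at about 29% in these data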;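 also: 0% = Melanotan II alone and 100% = Melanotan II plus saturating MCL0020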
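Assay system: human MC4R-expressing U2OS cells; reagent: Melanotan II stimulation of cells; dosing: 6.5 µM single dose; timing: compound 30 min, challenge 1 h, detection 1 h; signal: TR-FRET cAMP assay; replicates: one well per compound, no replicates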
PDI turbidity – inhibitors of human PDI, primary screen, biochemical, turbidity, single point, plate reader; Protein disulfide-isomerase (Homo sapiens), P07237; PDI insulin aggregation turbidity, A650, 90 min; inhibition, % at 10 µM; actives 0.052% (n = 350,000); AID 588391, 2011;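 active = mean inhibition across replicates of 30% or more, whatever share of single replicates reach that level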;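 also: absorbance from insulin aggregation driven by PDI reduction with DTT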
The depositor's hits bear a star; . = no result given.

SMILES	m5-HT2A agonist	MC4R barr agon	ABCB6 inh MLPCN	CaV13 ICDI inh	Glyco luc inh	Exocytosis inh	H9c2 protect	ABHD5 PLIN5 PPI	MC4R antagonist	PDI turbidity
Cc1c(C(=O)NCC(c2ccco2)N2CCCC2)oc2ccc(Cl)cc12 (centres undefined)	0.2	-1.6	101.0	-15.4	-9.6	3.0	3.2	7.7	-1.7	2.2
CCn1c(SCC(=O)Nc2sc3c(c2C#N)CCCC3)nnc1-c1ccco1	-0.9	2.0	97.0	.	0.3	-3.3	-5.0	1.0	13.1	-5.2
COc1ccccc1NS(=O)(=O)c1ccc(C)c(NC(=O)NCCCl)c1	-0.4	-1.4	97.0	-5.0	0.2	7.6	-0.1	-3.3	4.7	0.1
CN(Cc1ccccc1)C(=O)c1[nH]cnc1C(=O)NCCCCCNC(=O)OC(C)(C)C	-6.2	1.3	106.0	-7.5	0.5	-6.8	-3.1	7.8	5.5	1.0
Cc1nc(N2CCCCC2)c(C#N)c(C)c1[N+](=O)[O-]	-1.9	1.7	96.0	-5.0	-0.6	-3.1	-9.2	6.0	-7.2	0.1
Cc1ccc(Cl)cc1NC(=O)CCN1C(=O)C2C3CCC(C3)C2C1=O (centres undefined)	-1.1	-3.6	97.0	-3.1	-1.2	-0.6	2.3	-3.5	1.0	15.3
CCn1c(SCC(=O)Nc2nc(C)cs2)nnc1C(C)NC(=O)c1ccccc1 (centres undefined)	-3.6	-2.0	97.0	.	-1.4	-1.9	7.9	-2.8	-6.6	4.1
CC(C)COC(=O)OCN1C(=O)CN(CCN2CC(=O)N(COC(=O)OCC(C)C)C(=O)C2)CC1=O	-0.8	-1.9	89.0	-4.9	2.1	1.8	-3.7	0.4	-0.4	7.5
O=c1c2ccccc2sn1-c1nccs1	8.1	-2.0	107.0	-12.4	2.0	85.3*	-23.0	81.0*	37.5*	-4.5
Cc1cc(NC(=O)CCC(=O)N(C2CC2)C2(C(=O)NC3CCCC3)CCC(C)CC2)no1 (centres undefined)	2.9	-1.3	96.0	-4.3	-0.1	-0.9	4.4	-3.1	7.5	3.7

Profiles, looked up by structure:
Profile of CCn1c(SCC(=O)Nc2sc3c(c2C#N)CCCC3)nnc1-c1ccco1 : m5-HT2A agonist = -0.9; MC4R barr agon = 2.0; ABCB6 inh MLPCN = 97.0; CaV13 ICDI inh = .; Glyco luc inh = 0.3; Exocytosis inh = -3.3; H9c2 protect = -5.0; ABHD5 PLIN5 PPI = 1.0; MC4R antagonist = 13.1; PDI turbidity = -5.2
Profile of Cc1cc(NC(=O)CCC(=O)N(C2CC2)C2(C(=O)NC3CCCC3)CCC(C)CC2)no1 (centres undefined) : m5-HT2A agonist = 2.9; MC4R barr agon = -1.3; ABCB6 inh MLPCN = 96.0; CaV13 ICDI inh = -4.3; Glyco luc inh = -0.1; Exocytosis inh = -0.9; H9c2 protect = 4.4; ABHD5 PLIN5 PPI = -3.1; MC4R antagonist = 7.5; PDI turbidity = 3.7

Next section:
SMILES	m5-HT2A agonist	MC4R barr agon	ABCB6 inh MLPCN	CaV13 ICDI inh	Glyco luc inh	Exocytosis inh	H9c2 protect	ABHD5 PLIN5 PPI	MC4R antagonist	PDI turbidity
COc1cc(C)nc2nc(SCc3ccccc3)nn12	-0.6	-2.7	105.0	-3.5	-0.5	0.7	3.3	3.3	16.9	2.4
O=C(COc1ccccc1C(=O)O)Nc1ccc(SC(F)F)cc1	-1.3	-3.4	100.0	-4.4	-1.1	-0.9	-4.7	-1.4	-1.4	-0.1
CCCCNC(=O)c1nc(C2CCN(S(=O)(=O)c3ccc(F)c(F)c3)CC2)oc1-c1ccccc1	3.0	.	95.0	-9.2	1.2	-7.8	7.5	6.8	.	.
CNc1nc(Oc2cccc(F)c2)c2sccc2n1	-1.4	-2.3	86.0	-4.3	-0.7	41.2	-5.5	-5.2	-2.7	-2.6
CCOc1cc(C(=O)Nc2ccc(N3CCOCC3)cc2)cc(Br)c1OC	-3.8	0.4	99.0	-6.8	31.7*	-3.6	-7.5	2.5	-7.7	17.6
Cc1ccc(S(=O)(=O)NCCC(=O)NC(C)c2ccccc2)cc1 (centres undefined)	5.9	0.4	95.0	-4.3	4.3	-0.2	-2.4	0.2	0.6	-12.4
CCCCN(CC(=O)NC1CC1)S(=O)(=O)c1ccc(OCC)cc1	-1.2	-2.1	103.0	-6.5	-1.6	3.4	6.7	3.7	-0.3	8.6
CCN(CC)S(=O)(=O)c1cccc(NC(=O)COC(=O)C2CC3C=CC2C3)c1 (centres undefined)	0.0	-1.6	95.0	-7.8	0.1	-0.2	-14.0	-12.5	1.6	0.2
Cc1ccc2oc(C(=O)Nc3ccc(S(=O)(=O)Nc4onc(C)c4C)cc3)c(C)c2c1	-4.6	-3.1	92.0	.	1.4	2.3	-2.0	-3.4	9.3	-4.7
O=C(O)c1cccc(NC(=O)C23CC4CC(C2)CC(n2cnc(Cl)n2)(C4)C3)c1	2.5	-0.3	95.0	.	-0.3	-1.2	-13.9	4.5	5.8	4.2
Cn1cccc1/C=N/NC(=O)c1cc(-c2cccs2)nc2ccccc12	-1.0	-1.3	100.0	-16.3	11.6	-2.3	-0.8	-4.9	0.7	8.5
COc1ccc(NC(=S)N(CCc2ccc(OC)c(OC)c2)Cc2ccccn2)cc1	-4.8	-1.1	93.0	2.2	-2.3	-2.8	7.4	2.2	15.8	1.4
OC(CCN1CCC2(CC1)OCCO2)C(F)(F)F (centres undefined)	0.9	-1.8	98.0	-6.5	0.0	1.4	10.5	-1.0	0.1	-2.7
Cc1nc(-c2ccc(Cl)cc2)sc1C(=O)O	2.2	0.1	100.0	-6.6	-0.7	2.0	8.0	-0.8	17.7	-0.4
O=C(CCCN1C(=O)c2ccccc2C1=O)Nc1ccccc1C(=O)N1CCOCC1	-2.4	-1.3	94.0	-5.2	0.8	0.7	2.3	-3.1	3.1	3.2
O=C(NCC1(c2ccccc2)CCCC1)C(=O)N1CCOCC1	-4.5	0.0	103.0	-4.1	0.1	1.0	-1.8	0.8	4.0	2.0
Cc1nn(CC(=O)NCCc2ccccc2)c(=O)c2cc3occc3n12	6.3	-1.9	97.0	-2.7	-1.1	-1.6	0.7	2.4	3.6	4.2
Cc1ccc(C(=O)Nc2cccnc2)cc1[N+](=O)[O-]	-0.7	-2.2	94.0	5.2	0.0	0.8	-5.3	-2.6	19.1	-11.8
Oc1ccc(-c2nccc(-c3ccc(Cl)cc3)n2)cc1	1.8	0.0	96.0	-7.0	0.7	5.6	-3.5	-1.0	-8.8	-0.2
Cc1ccc(C(=O)NCCCNC(=O)c2ccc(C)nc2)cc1	8.1	2.5	95.0	-7.1	1.7	-0.1	-1.1	2.4	5.9	-7.1
COc1ccc(CNC(=O)COc2ccc(S(=O)(=O)NC(C)C)cc2)cc1	3.4	0.4	103.0	-5.8	-0.8	2.3	2.4	6.4	16.1	9.8
CCN(CC(=O)NCc1ccc(F)cc1)c1ccc(S(C)(=O)=O)cc1[N+](=O)[O-]	3.0	-0.4	100.0	-2.4	-1.2	-1.8	1.4	6.7	9.4	-2.7
N=c1ccn2c(n1)O[C@H]1[C@H](O)[C@@H](CO)O[C@H]12	-3.0	-0.7	108.0	-4.1	-3.3	0.7	11.3	-8.4	3.6	-5.4
Cn1ncc([N+](=O)[O-])c1C(=O)Nc1ccc(Cl)cc1	5.9	-2.0	97.0	-6.8	-0.5	-2.5	-2.4	0.3	2.1	-14.1
COC(=O)C(Cc1ccccc1)NC(=O)CC(C)CC(=O)Nc1ccc(C)cc1 (centres undefined)	6.4	1.6	101.0	-4.8	0.2	-3.5	-6.4	4.4	26.4	5.1
O=C(COc1ccc(Br)cc1)Nc1ccc(CN2CCOCC2)cc1	-2.2	-3.0	101.0	.	-3.9	3.3	0.1	0.1	0.2	-4.8
N=c1n(Cc2ccccc2)c2ccccc2n1CC(O)COc1ccccc1 (centres undefined)	-4.5	-1.2	94.0	-5.8	-3.8	-3.0	-16.1	-2.7	1.8	-2.8
COc1ccc(/C=N\NC(=O)c2cccc(F)c2)cc1COc1ccccc1	-12.0	-3.9	91.0	-4.8	14.9	-0.7	7.3	-3.6	-26.3	5.8
CC(C)(C)NC(=O)C(c1ccncc1)n1c(-c2ccc(C(F)(F)F)cc2)nc2ccccc21 (centres undefined)	-5.7	.	.	-9.3	.	-3.7	.	-5.3	.	.
COc1ccc(N(CC(=O)NCCc2ccc(OC)c(OC)c2)S(=O)(=O)c2ccc(OC)c(OC)c2)cc1	12.4	0.9	102.0	-4.9	-0.9	-1.4	6.0	-1.9	12.3	-2.6
CC1CCCC(NC(=O)CSc2nnc(-c3cccnc3)n2N)C1C (centres undefined)	-1.8	-1.2	99.0	-6.1	0.9	-35.2	4.9	-2.3	0.8	-0.6
O=C(c1ccc(CS(=O)Cc2cccc(Cl)c2)o1)N1CCN(C2CCCCC2)CC1 (centres undefined)	4.7	0.3	99.0	-1.7	-3.7	-6.0	1.1	-3.9	-2.3	-4.3
CC(C)NC(=O)N(C)C[C@H]1Oc2c(NC(=O)Nc3ccc(C(F)(F)F)cc3)cccc2C(=O)N([C@H](C)CO)C[C@@H]1C	0.6	-0.7	94.0	-2.5	-3.3	60.0*	10.7	15.6	12.9	4.3
COc1cccc(NC(=O)COC(=O)Cc2ccc(Cl)cc2)c1	6.3	0.1	109.0	5.2	-0.2	-1.6	-4.1	4.3	1.1	-0.4
Cc1ccc(NC(=O)C(c2ccccc2)c2ccccc2)nc1	-2.4	1.0	97.0	-5.7	-6.0	-17.0	2.9	-10.5	-5.1	0.7
CC(CC(=O)Nc1cccc(Cl)c1)c1ccccc1 (centres undefined)	-0.7	2.6	99.0	-4.6	-5.5	7.4	-0.4	1.9	-1.4	-4.8
Cc1cc(-c2nn(C)c(=O)c3ccccc23)ccc1CNC(=O)NC1CCCCC1	-1.2	-2.0	103.0	-6.7	-4.6	-4.1	24.2	3.0	7.0	7.4
CCOc1ccc(CCNC(=O)CCc2nnc3ccc(N4CCCCC4)nn23)cc1OCC	-2.2	-0.9	100.0	-5.2	0.0	0.1	-4.3	-3.0	-2.1	.
COc1ccc(CSc2nnc(CNS(C)(=O)=O)o2)cc1	0.5	-1.7	96.0	.	0.6	0.5	1.7	5.8	5.3	-6.2
CCN(Cc1nc(-c2ccccc2)no1)C(=O)COc1cccc(OC)c1	-8.2	-0.6	97.0	-4.1	-0.8	2.2	-3.6	3.9	-3.7	-7.6
CCOc1ccccc1NC(=O)c1nnn(-c2ccc3c(c2)OCCO3)c1N	-1.4	2.7	98.0	-4.2	-2.8	26.1	0.6	3.1	16.5	-2.7
